Bioassay records as filed in PubChem.
KKLEB cytotox: cytotoxicity in KKLEB CF airway cells, primary screen, cytotoxicity control for CF NF-kB inhibitor project, cell-based, uHTS, fluorescence assay plates | KKLEB CF airway cells viability, ATPlite luminescence, overnight; active compounds read low; cells stimulated with P. aeruginosa culture filtrate | activity change (cytotoxicity), % at 5 µM | hit rate 0.36% among 360,000 | AID 602141, 2011;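 active means corrected activity change at or below -50% at 5 µM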
TROY signal inh: inhibitors of TROY-driven NF-kB signaling, primary screen, Q293 LMP1-TROYcd cells, NF-kB luciferase, uHTS | Q293 LMP1-TROYcd NF-kB luciferase reporter, 4 h | inhibition, % at 10 µM | hit rate 0.98% among 360,000;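 active means compounds whose plate-normalised and pattern-corrected inhibition of the luciferase reporter signal at the single screening dose is 50% or more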
TRPM1 prom inh: inhibitors of MITF-dependent TRPM1 promoter reporter, primary screen, cell-based, SK-MEL-5, single point, luciferase | SK-MEL-5 TRPM1 promoter luciferase, 24 h | inhibition, % at 12.5 µM | hit rate 0.83% among 330,000 | AID 488899, 2010;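 active means mean inhibition across replicates of 60% or more, whatever share of single replicates reaches that level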; further: values of inactives mirror those of a sister screen read the other way
Shn3 inh set2: reduction of Shn3 3'UTR firefly luciferase signal, primary screen, Schnurri-3 inhibitor project, cell-based, Clone20 osteoblasts, set 2; Clone20 osteoblast Shn3 3'UTR firefly luciferase, 24 h; inhibition, % at 12.5 µM; hit rate 0.52% among 360,000;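 active means mean inhibition of at least 75% with every replicate also reaching 75%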;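 further: 0% = median of neutral control wells and 100% = pilot-screen positive control compound; some compounds past the cut are filed as inactive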
Peg3 prom inh: Peg3 promoter-driven luciferase inhibitors, primary screen, cell-based, HeLa, luciferase luminescence; HeLa PEG-Prom luciferase reporter, overnight; inhibition, % at 20 µM; hit rate 1.7% among 360,000;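 active means inhibition of at least 50% at 20 µM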
HIF-2a block: HIF-2a reporter inhibitors, primary screen, luminescence, 786-0 RCC cells. 786-0 RCC cells HIF-2a reporter, luciferase luminescence, overnight. inhibition, % at 18.8 µM. hit rate 0.72% among 360,000. AID 624352, 2012;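 active means inhibition of the luminescence signal of 40% or more relative to plate controls, in a single-dose primary screen at 18.75 µM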
NR2E3 ag-1: inhibitors of NR2E3-RetCOR corepressor binding, primary screen, NR2E3 agonist project, biochemical, TR-FRET, GST-NR2E3, biotin-RetCOR; Photoreceptor-specific nuclear receptor (Homo sapiens), Q9Y5X4; 1536-well; inhibition of corepressor binding, % at 4.78 µM; hit rate 0.12% among 320,000; AID 2300, 2010;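 active means percent inhibition above the cutoff of mean plus 3 SD of all tested compounds, set per screening campaign, cut at about 20% in these data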;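 further: 0% = DMSO wells and 100% = biotin wells as full block of FRET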
Target sequence (Q9Y5X4 whole entry, looked up): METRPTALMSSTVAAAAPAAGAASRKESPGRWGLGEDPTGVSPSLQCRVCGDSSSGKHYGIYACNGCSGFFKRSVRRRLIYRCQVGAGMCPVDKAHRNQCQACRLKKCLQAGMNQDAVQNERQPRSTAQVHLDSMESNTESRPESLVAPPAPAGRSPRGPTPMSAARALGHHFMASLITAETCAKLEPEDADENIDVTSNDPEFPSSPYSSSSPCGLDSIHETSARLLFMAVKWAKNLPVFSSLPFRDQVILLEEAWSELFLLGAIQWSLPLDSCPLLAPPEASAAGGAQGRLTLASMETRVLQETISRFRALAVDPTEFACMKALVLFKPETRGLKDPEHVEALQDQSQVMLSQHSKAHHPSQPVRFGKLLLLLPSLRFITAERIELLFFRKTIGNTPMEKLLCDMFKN
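Material – GST-tagged NR2E3 plus biotinylated RetCOR corepressor · Quantity – NR2E3 fusion 1.35 nM · Times – 5 h incubation at 4 °C · Medium – pH 7.5 Tris-based buffer · Technique – TR-FRET, Eu(K)-anti-GST donor, streptavidin-D2 acceptor, ex 340, em 617/671 nm · Benchmarks – high control biotin, low control 0.6% DMSO · Format – 1536-well plates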
CF NFkB inh: inhibitors of PAF-induced NF-kB signaling, primary screen, cell-based, GFP fluorescence, uHTS | KKLEB NF-kB-GFP reporter, GFP fluorescence overnight | inhibition, % at 5 µM | hit rate 0.86% among 360,000;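 active means at least 50% inhibition at 5 µM, scaled per plate between neutral and stimulator controls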;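 further: PAF is a Pseudomonas aeruginosa culture filtrate used as stimulus; plate controls were PAF-stimulated DMSO wells for no effect and unstimulated DMSO wells for full effect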
NR2E3 ag-2: NR2E3 agonists in two-hybrid cells, primary screen, cell-based, luminescence, CHO-S, Gal4-NCOR/VP16-NR2E3; AID 602229, 2012; inhibition of corepressor binding, % at 3.98 µM; Photoreceptor-specific nuclear receptor (Homo sapiens), Q9Y5X4; hit rate 0.35% among 360,000; luciferase;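 active means inhibition above the mean of all tested compounds plus 3 SD, cut at about 70% in these data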;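 further: 0% = DMSO with NR2E3 transfected cells and 100% = cells lacking NR2E3 construct; higher means lower luciferase signal from less NR2E3 corepressor binding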
TRAIL sens C8: viability loss with TRAIL in NB7+C8 cells, primary screen, TRAIL sensitizer project, cell-based, ATPlite luminescence; AID 624354, 2012; hit rate 1% among 360,000; inhibition (viability loss, TRAIL sensitization), % at 10 µM;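 active means compounds causing at least 50% loss of cell viability in the single-dose screen, relative to plate controls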
TWEAK Fn14 block: inhibitors of TWEAK-Fn14 signaling, primary screen, luciferase reporter cells, uHTS; hit rate 2% among 360,000; TWEAK-stimulated Fn14 reporter cells, luciferase luminescence, 8 h; AID 1159606, 2016; inhibition, % at 10 µM; in the data active means inhibition above about 50%
Numbers without * were called inactive. A portion of the library; count on the stated rates, not on these rows.

Results for COc1ccc(NS(=O)(=O)c2cccc(C(=O)N/N=C(\C)c3ccncc3)c2)cc1 ?
KKLEB cytotox: -4; TROY signal inh: 12; TRPM1 prom inh: -12; Shn3 inh set2: -11; Peg3 prom inh: 13; HIF-2a block: 12; NR2E3 ag-1: 1; CF NFkB inh: 8; NR2E3 ag-2: 6; TRAIL sens C8: -12; TWEAK Fn14 block: -14

Results for CC1CC(=O)C2=C(C1)Nc1ccccc1N=C2 (stereo unspecified) ?
KKLEB cytotox: -4; TROY signal inh: 3; TRPM1 prom inh: 8; Shn3 inh set2: -2; Peg3 prom inh: 17; HIF-2a block: 16; NR2E3 ag-1: -1; CF NFkB inh: 16; NR2E3 ag-2: 9; TRAIL sens C8: 4; TWEAK Fn14 block: 6

Results for O=C1C=CC(O)C2(CO)OC12 (stereo unspecified) ?
KKLEB cytotox: -1; TROY signal inh: -27; Shn3 inh set2: 34; Peg3 prom inh: 7; HIF-2a block: -21; CF NFkB inh: 34; NR2E3 ag-2: -31; TRAIL sens C8: 19; TWEAK Fn14 block: 40

What do the screens show for `Cc1ccc(N2CCN(C(=S)Nc3ccccc3C)CC2)cc1`?
KKLEB cytotox: 0; TROY signal inh: -10; TRPM1 prom inh: -4; Shn3 inh set2: 8; Peg3 prom inh: 2; HIF-2a block: 8; NR2E3 ag-1: 1; CF NFkB inh: 2; NR2E3 ag-2: -1; TRAIL sens C8: 2; TWEAK Fn14 block: -3

How did Cc1ccc(C(=O)NCc2ccco2)cc1[N+](=O)[O-] do in these assays?
KKLEB cytotox: 4; TROY signal inh: -7; TRPM1 prom inh: 8; Shn3 inh set2: -10; Peg3 prom inh: -2; HIF-2a block: -2; NR2E3 ag-1: 2; CF NFkB inh: -5; NR2E3 ag-2: 1; TRAIL sens C8: -1; TWEAK Fn14 block: -8

How did C[N+]1(CC(=O)OCCCC2CCCCC2)CCCC1 do in these assays?
KKLEB cytotox: 1; TROY signal inh: 0; TRPM1 prom inh: 0; Shn3 inh set2: -9; Peg3 prom inh: 9; HIF-2a block: 19; NR2E3 ag-1: -1; CF NFkB inh: -4; NR2E3 ag-2: 10; TRAIL sens C8: 2; TWEAK Fn14 block: 12

How did CCOC(=O)Cc1nnc2c(Nc3ccccc3F)nc3nonc3n12 do in these assays?
KKLEB cytotox: 0; TROY signal inh: 28; TRPM1 prom inh: 7; Shn3 inh set2: 22; Peg3 prom inh: -19; HIF-2a block: -38; NR2E3 ag-1: 1; CF NFkB inh: 31; NR2E3 ag-2: 71*; TRAIL sens C8: 5; TWEAK Fn14 block: -29

What do the screens show for `CC(Nc1nc(N2CCN(CCO)CC2)nc2ccccc12)c1ccccc1` (stereo unspecified)?
KKLEB cytotox: -6; TROY signal inh: -18; TRPM1 prom inh: -6; Shn3 inh set2: 16; Peg3 prom inh: 1; HIF-2a block: 18; NR2E3 ag-1: 0; CF NFkB inh: -3; NR2E3 ag-2: 13; TRAIL sens C8: 4; TWEAK Fn14 block: -40

How did COCCCNCCOCCOc1ccc(C)cc1[N+](=O)[O-] do in these assays?
KKLEB cytotox: -2; TROY signal inh: -4; TRPM1 prom inh: 3; Shn3 inh set2: 1; Peg3 prom inh: 1; HIF-2a block: 9; NR2E3 ag-1: -4; CF NFkB inh: -4; NR2E3 ag-2: -17; TRAIL sens C8: 2; TWEAK Fn14 block: -11

How did CN(Cc1ccccc1)C(=O)COC(=O)c1cc(=O)[nH]c2ccccc12 do in these assays?
KKLEB cytotox: 14; TROY signal inh: -45; TRPM1 prom inh: -3; Shn3 inh set2: -11; Peg3 prom inh: -10; HIF-2a block: -25; CF NFkB inh: 10; NR2E3 ag-2: 11; TRAIL sens C8: -8; TWEAK Fn14 block: -6

Results for COC(=O)N(C)C[C@H]1OCc2cnnn2CCCC(=O)N([C@H](C)CO)C[C@H]1C ?
KKLEB cytotox: -5; TROY signal inh: -2; Shn3 inh set2: -1; Peg3 prom inh: 0; HIF-2a block: 13; CF NFkB inh: -1; NR2E3 ag-2: 4; TRAIL sens C8: 0; TWEAK Fn14 block: -6

Results for C/C(=N\Nc1ccc(Cl)c(C(=O)O)c1)c1cc2ccccc2o1 ?
KKLEB cytotox: -4; TROY signal inh: -39; TRPM1 prom inh: 10; Shn3 inh set2: -15; Peg3 prom inh: 3; HIF-2a block: -15; NR2E3 ag-1: 1; CF NFkB inh: -1; NR2E3 ag-2: -75; TRAIL sens C8: 8; TWEAK Fn14 block: -31

Results for CCOc1ccc(NC(=O)CN(C)C(=O)c2cc(C)nc3ccccc23)cc1OCC ?
KKLEB cytotox: 17; TROY signal inh: -9; TRPM1 prom inh: 6; Shn3 inh set2: -3; Peg3 prom inh: 7; HIF-2a block: 11; NR2E3 ag-1: -2; CF NFkB inh: -32; NR2E3 ag-2: 8; TRAIL sens C8: -8; TWEAK Fn14 block: -3

Results for CC1=C(C(=O)Nc2ccccc2C(=O)NCCCOC(C)C)SCCO1 ?
KKLEB cytotox: -2; TROY signal inh: 0; TRPM1 prom inh: 3; Shn3 inh set2: 4; Peg3 prom inh: -5; HIF-2a block: 13; NR2E3 ag-1: 0; CF NFkB inh: 9; NR2E3 ag-2: -10; TRAIL sens C8: -8; TWEAK Fn14 block: 9

Results for COc1ccc(C(=O)Oc2ccc(/C=N/NC(=O)c3ccccc3OC)cc2[N+](=O)[O-])cc1 ?
KKLEB cytotox: -1; TROY signal inh: -26; TRPM1 prom inh: 9; Shn3 inh set2: -8; Peg3 prom inh: 28; HIF-2a block: 15; NR2E3 ag-1: -4; CF NFkB inh: -2; NR2E3 ag-2: 2; TRAIL sens C8: 4; TWEAK Fn14 block: 5

How did COc1ccccc1NCCC(=O)OCC(=O)NC1CCCC(C)C1C (stereo unspecified) do in these assays?
KKLEB cytotox: -12; TROY signal inh: -8; TRPM1 prom inh: -14; Shn3 inh set2: -7; Peg3 prom inh: 9; HIF-2a block: 11; NR2E3 ag-1: 2; CF NFkB inh: 6; NR2E3 ag-2: -3; TRAIL sens C8: 5; TWEAK Fn14 block: -13

What do the screens show for `Cc1cc2c(=O)n(C)c(SCC(=O)Nc3ccc(F)cc3)nc2s1`?
KKLEB cytotox: 9; TROY signal inh: 0; TRPM1 prom inh: 6; Shn3 inh set2: -3; Peg3 prom inh: 15; HIF-2a block: 8; CF NFkB inh: -6; NR2E3 ag-2: 11; TRAIL sens C8: 5; TWEAK Fn14 block: 8

How did COn1c(-c2ccc(C)cc2)nc2ncccc21 do in these assays?
KKLEB cytotox: -2; TROY signal inh: -32; TRPM1 prom inh: -8; Shn3 inh set2: -3; Peg3 prom inh: -33; HIF-2a block: -67; NR2E3 ag-1: -1; CF NFkB inh: -15; NR2E3 ag-2: -62; TRAIL sens C8: 11; TWEAK Fn14 block: -19

What do the screens show for `COc1ccc(Oc2c(C)oc3cc(OC(=O)N4CCOCC4)ccc3c2=O)cc1`?
KKLEB cytotox: 4; TROY signal inh: -2; TRPM1 prom inh: -9; Shn3 inh set2: -4; Peg3 prom inh: 5; HIF-2a block: -3; NR2E3 ag-1: 4; CF NFkB inh: -4; NR2E3 ag-2: -20; TRAIL sens C8: -5; TWEAK Fn14 block: 0

What do the screens show for `COc1ccc(CCNC(=O)C(=O)NCC2OCCN2S(=O)(=O)c2cccs2)cc1` (stereo unspecified)?
KKLEB cytotox: -15; TROY signal inh: -5; TRPM1 prom inh: -3; Shn3 inh set2: 7; Peg3 prom inh: 4; HIF-2a block: 4; NR2E3 ag-1: 0; CF NFkB inh: 2; NR2E3 ag-2: -5; TRAIL sens C8: -2; TWEAK Fn14 block: 6

What do the screens show for `CN1CCN(S(=O)(=O)c2cccc(C(=O)Nc3cc(C(F)(F)F)ccc3N3CCCCC3)c2)CC1`?
KKLEB cytotox: -19; TROY signal inh: 17; TRPM1 prom inh: -1; Shn3 inh set2: 16; Peg3 prom inh: 27; HIF-2a block: 13; NR2E3 ag-1: 1; CF NFkB inh: 25; NR2E3 ag-2: -5; TRAIL sens C8: 4; TWEAK Fn14 block: -6

Results for COc1ccc(NC(=O)c2ccc3nc[nH]c3c2)cc1 ?
KKLEB cytotox: 6; TROY signal inh: -38; TRPM1 prom inh: -39; Shn3 inh set2: -51; Peg3 prom inh: -127; HIF-2a block: -233; NR2E3 ag-1: 1; CF NFkB inh: -4; NR2E3 ag-2: -37; TRAIL sens C8: 19; TWEAK Fn14 block: -7

What do the screens show for `N#Cc1cc([N+](=O)[O-])cnc1N(CCO)CCO`?
KKLEB cytotox: -7; TROY signal inh: 3; TRPM1 prom inh: 6; Shn3 inh set2: 12; Peg3 prom inh: -17; HIF-2a block: 2; NR2E3 ag-1: 3; CF NFkB inh: 0; NR2E3 ag-2: 3; TRAIL sens C8: -5; TWEAK Fn14 block: 19

3 successive records out of the list so far, quoted:
What do the screens show for `CN1CCN(S(=O)(=O)c2cccc(C(=O)Nc3cc(C(F)(F)F)ccc3N3CCCCC3)c2)CC1`?
KKLEB cytotox: -19; TROY signal inh: 17; TRPM1 prom inh: -1; Shn3 inh set2: 16; Peg3 prom inh: 27; HIF-2a block: 13; NR2E3 ag-1: 1; CF NFkB inh: 25; NR2E3 ag-2: -5; TRAIL sens C8: 4; TWEAK Fn14 block: -6

Results for COc1ccc(NC(=O)c2ccc3nc[nH]c3c2)cc1 ?
KKLEB cytotox: 6; TROY signal inh: -38; TRPM1 prom inh: -39; Shn3 inh set2: -51; Peg3 prom inh: -127; HIF-2a block: -233; NR2E3 ag-1: 1; CF NFkB inh: -4; NR2E3 ag-2: -37; TRAIL sens C8: 19; TWEAK Fn14 block: -7

What do the screens show for `N#Cc1cc([N+](=O)[O-])cnc1N(CCO)CCO`?
KKLEB cytotox: -7; TROY signal inh: 3; TRPM1 prom inh: 6; Shn3 inh set2: 12; Peg3 prom inh: -17; HIF-2a block: 2; NR2E3 ag-1: 3; CF NFkB inh: 0; NR2E3 ag-2: 3; TRAIL sens C8: -5; TWEAK Fn14 block: 19
